# High-throughput results deposited in PubChem BioAssay by several laboratories.
# RT RNaseH block – inhibitors of HIV-1 reverse transcriptase RNase H; RT-RNase H RNA/DNA duplex cleavage, fluorescence; P04585; AID 565; 65,000 tested, 1.9% active; inhibition, % at 10 µM; in the data active means inhibition above about 50%
# RmlCD inh mix – inhibitors of RmlC and RmlD coupled enzymes; RmlC/RmlD coupled enzyme inhibition, 384-well mixture HTS; inhibition, % at 5.5 µM; 110,000 tested, 0.39% active; AID 1532; in the data active means inhibition above about 30%, passing the limit was not always enough; inconclusive means no clear call, values can overlap the other calls; further: strong numbers were not always called active
# Starred values were filed as active, the others as inactive; ? = inconclusive; . = no result given.
SMILES,RT RNaseH block,RmlCD inh mix
COc1ccc(NC(=O)c2ccc(C)cc2Cl)c([N+](=O)[O-])c1,.,-13
Cc1ccc(C(=O)Nc2ncc3c(n2)CC(c2ccco2)CC3=O)cc1 (centres undefined),5,-9
CCc1cc2cc3c(cc2nc1SCC(=O)Nc1nccs1)OCO3,.,-12
COc1ccc(C(=O)NC2(C(F)(F)F)C(=O)Nc3c2c(=O)[nH]c(=O)n3CCc2ccc(OC)c(OC)c2)cc1 (centres undefined),.,-172
COc1ccc(Nc2cc(C(=O)NCCCN3CCN(C)CC3)c3ccccc3n2)cc1OC,-11,8
CC(C)CNC(=O)c1cccc(NC(=O)C2CCCO2)c1 (centres undefined),-2,-7
O=C(Nc1ccccc1)c1ccc(N2CCN(c3ccccn3)CC2)c(S(=O)(=O)N2CCOCC2)c1,.,8
COC(=O)CN(c1ccccc1OC)S(=O)(=O)c1ccccc1,-3,4
Cc1cccc(NC(=O)CCC(=O)NCCO)c1,.,-9
COCc1c(C(=O)OCC(=O)N2c3ccccc3CC2C)oc2ccccc12 (centres undefined),-13,3
CN(C)CCCOC(=O)c1ccccc1,.,-12
CCCCOC(=O)CSc1nc2c(cc1C#N)C(=O)CC(C)(C)C2,-36,4
N#Cc1cc2c(=O)n3ccccc3nc2n(CCCn2ccnc2)c1=N,-48,15
COc1ccc(NC(=O)c2ccco2)cc1NC(=O)c1cccnc1,-6,-39
CCOC(=O)CN(C(=O)CSc1nnc2c(n1)[nH]c1c(C)cc(C)cc12)c1ccccc1,.,28
O=C1C2CCC(C(O)C2)N1Cc1ccccc1 (centres undefined),0,7
c1ccc(-c2cnc(-c3cccnc3)o2)cc1,-44,20
O=C(NCCCN1CCc2ccccc2C1)Nc1ccc(Cl)cc1,.,2
Cc1ccc(C)c(OCc2nnc(N)s2)c1,.,-23
COc1ccc(Nc2oc(COc3cccc(C)c3)nc2C#N)cc1,-14,6
CC(C(=O)N(C1CC1)C1(C(=O)Nc2ccccc2)CCCC1)N1C(=O)c2ccccc2C1=O (centres undefined),1,.
N#CCCn1cc(/C=N/NC(=O)c2ccncc2)c(-c2ccccc2)n1,.,-7
Cc1ccc2[nH]c(=O)c(CN(Cc3nnnn3Cc3ccccc3)C3CCCC3)cc2c1,3,-29
O=C(CCCn1c(SCC(=O)NCC2CCCO2)nc2ccccc2c1=O)NCc1ccccc1 (centres undefined),.,13
NC(=O)CSc1oc(-c2cccs2)nc1S(=O)(=O)c1ccccc1,-19,15

# (list continues)
SMILES,RT RNaseH block,RmlCD inh mix
c1cn(CCCNC2=NCCCCC2)cn1,4,3
CCOC(=O)C(CO)(NC(C)=O)C(=O)OCC,5,7
Cc1ccc(S(=O)(=O)N2CCC(n3nnc4cc(C)ccc43)CC2)cc1,.,-4
COc1ccc(C2NCc3ccccc3-n3cccc32)cc1 (centres undefined),.,2
c1ccc(CSc2nnc(NC3=NCCCCC3)s2)cc1,-50,-24
Cc1c(C(=O)OC(C)CCN(C)C)oc2ccccc12 (centres undefined),-4,-7
Cc1c(Cl)c(C(F)(F)F)nn1CC(=O)N1CCSCC1,-7,-11
Cc1ccc(NC(=O)C(NS(=O)(=O)c2cccc3nsnc23)C(C)C)nc1 (centres undefined),.,-6
CCOC(=O)C1=C(Cc2ccc(C)cc2)C(=O)c2ccccc2C1=O,.,-15
O=C(c1ccc(CN2CCOCC2)cc1)N1CCC(Cc2ccccc2)CC1,-5,3
CCCn1c(SCC(=O)Nc2nnc(C)s2)nnc1-c1ccoc1C,4,-11
O=C1CNC(=O)N1Cc1ccc(Br)cc1,-18,-88
Cc1cc(NC(=O)CCCC(=O)O)nc(C)n1,-2,-2
O=C(c1ccccc1)N1CCN(C(=O)c2ccccc2)CC1,.,-11
CCCC(=O)NCCc1nc2ccccc2n1CCC,-12,13
S=c1nc(C2CC2)[nH]c2ccccc12,84*,-9
CC(C)NC(=O)NC(=O)COc1cccc2c1OC(C)(C)C2,-1,7
Cc1nn(-c2ccccc2)c(N2CCCCC2)c1/C=N/O,-11,-5
CN(C(=O)c1ccccn1)c1nnc(-c2ccncc2)s1,0,.
Cc1nc(NCC2CCCO2)c2nnn(Cc3ccccc3)c2n1 (centres undefined),-20,9
COc1ccc(C2NC(=S)N(c3ccccc3)C(C)=C2C(=O)Nc2ccccc2)cc1 (centres undefined),.,-14
Cc1ccnc(NS(=O)(=O)c2ccc(NC(=O)Cc3cccs3)cc2)n1,22,-4
C(#Cc1ccccc1)CN1CCN(c2ccccn2)CC1,-1,-8
COc1ccc(Br)cc1C(=O)Nc1ccc(Cc2ccncc2)cc1,.,-6
O=C(NCc1cccs1)c1csc2c1CCCCC2,-13,-14

# Next part.
SMILES,RT RNaseH block,RmlCD inh mix
CC1CCC(NC(=O)COc2ccccc2C(N)=O)CC1 (centres undefined),.,16
CN(C)c1nc(SCCOC(=O)Nc2ccccc2)nc(N(C)C)n1,-26,-19
CC1CCCN(C(=O)Cn2cnc3c2c(=O)n(C)c(=O)n3C)C1 (centres undefined),.,7
COc1ccc2[nH]c(=O)c(CN(C(=O)COc3ccccc3)C(C)C)cc2c1,6,2
CCCCNC(=O)CCc1nc2cccnc2n1Cc1ccc(OC)cc1,.,9
CCCC(=O)Nc1ccccc1N1CCN(C(=O)c2ccccc2)CC1,1,-26
COc1ccc(C2=C(CN(C)C)C(c3ccccc3)c3ccccc3O2)cc1 (centres undefined),.,-17
O=c1c(Cc2ccc(F)cc2)c(O)ccn1Cc1cccc(Cl)c1,.,5
COc1ccc(C(=O)N2CCCC2)cc1,1,9
Cn1c(N2CCCCC2)nc2c1c(=O)n(Cc1cccc(Br)c1)c(=O)n2C,-8,7
CCCS(=O)(=O)c1c(S(=O)(=O)CCC)c2c(N)cccn2c1C(=O)c1ccc(Br)cc1,.,4
Cc1ccc(OC(=O)c2ccccc2C(=O)OCC(F)(F)C(F)F)cc1,.,7
O=C(Nc1ccccc1Cl)NC1(C(=O)N2CCCC2)CCCCC1,.,-4
N=C1C(c2ccccc2)=C(O)CN1c1ccccc1N1CCOCC1,-8,-7
CC(=O)Nc1cccc(Oc2cc(C#N)c(C#N)cc2N2CCCCCC2)c1,-27,-15
COC(=O)c1ccc(C2CC(=O)Nc3cc(OC)c(OC)c(OC)c32)cc1 (centres undefined),-7,-8
CCc1nnc(NC(=O)C=C(C)C)s1,.,-8
CCOC(=O)N1CCN(C(=O)CSc2cc(C)nc3c(-c4ccccc4OC)c(C)nn23)CC1,-1,1
O=C(NCc1ccc(F)cc1)c1cccc(S(=O)(=O)N2CCCC2)c1,-11,3
CC(=O)Nc1ccc(NS(C)(=O)=O)cc1,.,-19
COc1ccc(C(=O)NC(=S)NC(C)(C)C)cc1Br,.,5
Cc1cc(Br)ccc1NC(=O)C1CCCO1 (centres undefined),-14,-15
C#CCOCCOCCOCCNc1nc(N2CCN(C(=O)Cn3cc(CCCCN)nn3)CC2)nc(N2CCN(C(=O)[C@H](C(C)C)n3cc(CCO)nn3)CC2)n1,.,11
CCN(C(=O)c1c(-c2ccccc2)noc1C)c1ccccc1,-6,25
CC1=NN(/C(=N\c2nnc(C)s2)Nc2ccccc2)[C@H](c2ccc(C)cc2)S1,.,8

# Next section:
SMILES,RT RNaseH block,RmlCD inh mix
O=C(c1cc(-c2ccccc2O)on1)N1CCc2ccccc2C1,-9,4
COc1ccc(S(=O)(=O)N(CCCN2CCOCC2)Cc2cccc3ccccc23)cc1,.,7
COc1cccc(C(=O)Cn2c(=O)n(CC3CCCO3)c(=O)c3ccccc32)c1 (centres undefined),-2,11
O=S(=O)(N1CCCCC1)N1CCCN(S(=O)(=O)N2CCCCC2)CC1,-3,-13
Cc1cc(NC(=O)CCC(=O)N(CC(=O)NC2CCCC2)c2cccc(C)c2C)no1,.,-14
O=C(Nc1ccc(F)cc1)c1cccc2c1C(=O)N(Cc1ccccn1)C2,-15,-1
CCn1c(O)c(C=Nc2ccc(N3CCOCC3)cc2)c(=O)n(CC)c1=S,.,8
CCOC(=O)c1c(C)n(-c2ccc(C)cc2)c2c(C(C(C)=O)C(=O)O)c(Br)c(O)c(O)c12 (centres undefined),.,9
CC(NC(=O)c1ccc(Cl)cc1)C(=O)N1CCCCC1 (centres undefined),-2,.
COc1ccc(Cl)cc1C(=O)Nc1nnn(C)n1,-1,-11
Cc1cc(C(=O)Nc2c(C)nn(Cc3ccccc3Cl)c2C)no1,1,-13
CCCN1C2CCCC1CC(NC(=O)c1ccc(F)cc1)C2 (centres undefined),2,-15
CN1CCc2nc(SCc3ccc(C(C)(C)C)cc3)c(C#N)cc2C1,.,-17
Cc1cc(C)n(C(=O)c2c([N+](=O)[O-])c(C)nn2C)n1,.,-8
Cn1c(SCC(=O)c2ccccc2)nnc1-c1ccco1,.,-3
Cc1ccc(C)c(NC(=O)c2ccc3ccccc3n2)c1,.,11
COc1ccc(OC)c(C2N(c3cc(C)on3)C(=O)C3CCCN32)c1 (centres undefined),-21,-10
Cc1nc(N2CCc3ccccc32)[nH]c(=O)c1CCC(C)C,4,.
COc1ccc(N2CCN(Cc3cc(=O)oc4cc(C)c(Cl)cc34)CC2)cc1,33,-11
Cc1cc(O)c(Oc2cc(C)cc(O)c2O)c(O)c1,.,0
Fc1cccc(Cn2ccc(-c3ccc4c(c3)OCO4)n2)c1,.,6
COc1ccc(C(=O)Oc2ccc(/C=N/O)cc2)cc1,-26,-37
Cc1cc(NC(=O)C(C)C)ncc1NC(=O)c1cccc(F)c1,-6,2
COC(=O)N/N=C\C=C\c1ccc2c(c1)OCO2,.,14
Cc1ccc(C)c2[nH]c(=O)c(CCNC(=O)c3ccc(Br)o3)cc12,-30,-4

# Retrieved by compound from the entries so far (5):
SMILES,RT RNaseH block,RmlCD inh mix
CC(C(=O)N(C1CC1)C1(C(=O)Nc2ccccc2)CCCC1)N1C(=O)c2ccccc2C1=O (centres undefined),1,.
Cc1ccc(C)c2[nH]c(=O)c(CCNC(=O)c3ccc(Br)o3)cc12,-30,-4
CCCCNC(=O)CCc1nc2cccnc2n1Cc1ccc(OC)cc1,.,9
COc1ccc(NC(=O)c2ccc(C)cc2Cl)c([N+](=O)[O-])c1,.,-13
CCN(C(=O)c1c(-c2ccccc2)noc1C)c1ccccc1,-6,25

# Entries from the list above that have bromine (eight):
SMILES,RT RNaseH block,RmlCD inh mix
O=C1CNC(=O)N1Cc1ccc(Br)cc1,-18,-88
COc1ccc(Br)cc1C(=O)Nc1ccc(Cc2ccncc2)cc1,.,-6
Cn1c(N2CCCCC2)nc2c1c(=O)n(Cc1cccc(Br)c1)c(=O)n2C,-8,7
CCCS(=O)(=O)c1c(S(=O)(=O)CCC)c2c(N)cccn2c1C(=O)c1ccc(Br)cc1,.,4
COc1ccc(C(=O)NC(=S)NC(C)(C)C)cc1Br,.,5
Cc1cc(Br)ccc1NC(=O)C1CCCO1 (centres undefined),-14,-15
CCOC(=O)c1c(C)n(-c2ccc(C)cc2)c2c(C(C(C)=O)C(=O)O)c(Br)c(O)c(O)c12 (centres undefined),.,9
Cc1ccc(C)c2[nH]c(=O)c(CCNC(=O)c3ccc(Br)o3)cc12,-30,-4

# 3 structures out of the list, ordered by SMILES length, ascending.
SMILES,RT RNaseH block,RmlCD inh mix
Cc1cc(C(=O)Nc2c(C)nn(Cc3ccccc3Cl)c2C)no1,1,-13
COc1ccc(OC)c(C2N(c3cc(C)on3)C(=O)C3CCCN32)c1 (centres undefined),-21,-10
CCn1c(O)c(C=Nc2ccc(N3CCOCC3)cc2)c(=O)n(CC)c1=S,.,8

# More records.
SMILES,RT RNaseH block,RmlCD inh mix
CCOC(=O)NC(c1ccccc1)C1CCCCC1=O (centres undefined),0,-7
O=c1c2c3c(sc2nc2sc(CN4CCOCC4)cn12)CCCC3,-6,-9
Cc1nc2ncnn2c(C)c1CCC(=O)NCc1ccco1,-10,24
O=C(NC1CC1)C1=C[C@H](c2ccc(Br)cc2)C[C@H](OCc2ccc(CO)cc2)O1,.,-12
CCN(CC)c1nc(C)nc2c1cnn2CCc1ccccc1,.,-26
COc1ccc2[nH]cc(C(O)CN3CCC(C(N)=O)CC3)c2c1 (centres undefined),.,-8
CCOC(=O)c1oc2c(CN3CCN(C)CC3)c(O)ccc2c(=O)c1-c1ccccc1OC,-6,9
C/C(=N\NC(=O)c1cccc(Cl)c1)c1cccc(NC(=O)c2ccco2)c1,.,0
COc1ccc(C(=O)COC(=O)CN2C(=O)C3C4C=CC(C4)C3C2=O)cc1 (centres undefined),0,2
Cc1ccc(-c2nnc(-c3ccc(NC(=O)c4cccs4)cc3)o2)cc1,.,-10
CCc1nc(C)cn1S(=O)(=O)c1cc(C)c(OC)c(C)c1C,.,8
O=c1c2ccccc2c(-c2ccccc2)nn1-c1ccc(Cl)c(Cl)c1,.,7
Cc1nc2ccccc2n1CC(=O)NCCN1CCCC1,-6,3
CCSc1nc(C(F)(F)F)cc(=O)n1-c1ccccc1,.,-9
O=C(Nc1nc2ccccc2[nH]1)c1ccccc1F,-1,8
Cc1ccc(-c2csc3nnc(SCC(=O)NCc4ccco4)n23)cc1,-41,8
COC(=O)c1sccc1-n1cccc1C(=O)NCc1ccccc1,.,-12
CN(C)c1ccc(-c2nn3c(-c4ccncc4)nnc3s2)cc1,-16,.
CCc1ccc(Cn2nnc(C(=O)Nc3cccc(C)c3)c2N)cc1,-2,?
Cc1ccc(-c2nnn(CCC(=O)Nc3ccc4c(c3)OCO4)n2)cc1,-2,-10
Cc1ccccc1C(=O)Nc1ccc(Cl)cn1,-13,-13
O=C(O)c1cccc(NC(=S)NC(=O)C(c2ccccc2)c2ccccc2)c1,.,1
O=C(C1CC(c2ccc(Cl)c(Cl)c2)=NO1)N1CCC2(CC1)OCCO2 (centres undefined),-12,8
CC(C)(C)[Si](OCC[C@@H]1C[C@@]1(C)[C@@H](NP(=O)(c1ccccc1)c1ccccc1)c1ccccc1)(c1ccccc1)c1ccccc1,.,-4
CCn1c(SCC(=O)NCc2ccco2)nnc1-c1cccs1,13,7
COc1ccc(Nc2cc(=O)n(C3CCCCC3)c(=O)[nH]2)c(OC)c1,-14,6
Cc1ccc(S(=O)(=O)N2C(=O)CCC2C(=O)NCc2ccco2)cc1 (centres undefined),-10,-15
COc1ccc2[nH]c(=O)c(-c3noc(-c4ccc(F)cc4)n3)cc2c1,0,15
Cc1ccc(C2OCC3(CO)COC(c4ccc(C)cc4)N23)cc1 (centres undefined),.,-7

# Not all compounds are listed; count on the stated rates, not on these rows.
